Assay outcomes: PubChem BioAssay, several laboratories
MrgX1 antag – blocks BAM8-22 activation of human MrgX1 receptor; B-score at 10 µM; Q96LB2; 310,000 compounds, 1.3% hits; MRGX1-HEK293 calcium flux, Fluo-4, BAM8-22 antagonism; active compounds read low; AID 588676;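 active means calcium-response B-score plate-corrected more than 3 library SD below zero, starting fluorescence within 5 deviations, no agonist response on first addition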;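 further: peak minus trough fluorescence over baseline after final BAM8-22 challenge near maximal dose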
Target sequence (Q96LB2 whole entry, looked up): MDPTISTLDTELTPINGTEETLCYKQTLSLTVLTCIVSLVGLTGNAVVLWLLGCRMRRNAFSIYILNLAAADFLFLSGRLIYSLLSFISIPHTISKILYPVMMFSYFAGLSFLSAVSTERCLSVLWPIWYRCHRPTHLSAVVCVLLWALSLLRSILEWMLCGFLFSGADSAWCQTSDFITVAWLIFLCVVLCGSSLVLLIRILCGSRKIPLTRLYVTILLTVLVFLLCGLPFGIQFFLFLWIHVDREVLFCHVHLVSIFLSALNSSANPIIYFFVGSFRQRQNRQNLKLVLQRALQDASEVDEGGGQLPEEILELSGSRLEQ
TRPC4 inh – TRPC4 (mouse) channel inhibition. AID 2247. HEK293 TRPC4beta/mu-opioid, DAMGO-evoked Fluo4 calcium flux; active compounds read low. 300,000 compounds, 0.39% hits. B-score at 10 µM;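 active means B-score over 3 SD under the library average, no early fluorescence shift, positive overall ratio signal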
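Signal: kinetic Fluo4 fluorescence imaging of calcium influx. Material: stable TRPC4beta/mu-opioid receptor HEK293 cells. Probe or stimulus: DAMGO in two steps, submaximal then maximal.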
IEC-6 tox – IEC-6 cytotoxicity, counter-screen for KLF5 inhibitors. luminescence viability. AID 1825. 290,000 compounds, 0.78% hits. inhibition, % at 5 µM; in the data active means inhibition above about 22%;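 further: 0% = plate median of test compound wells and 100% = cytotoxic reference compound wells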
TRPC6 inhibitor – blocks the mouse TRPC6 cation channel; Q61143; HEK293-TRPC6, membrane potential dye, ACh-evoked depolarization; active compounds read low; B-score at 10 µM; 310,000 compounds, 1.1% hits; AID 2553;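 active means B-score under library mean minus 3 SD, initial fluorescence not abnormally high, positive integrated signal ratio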;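 further: B-score derived from integrated fluorescence ratio over the kinetic read; more negative B-score means stronger inhibition of depolarization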
TRPC4 act – opens the mouse TRPC4 cation channel; Q9QUQ5; HEK293 TRPC4beta/mu-opioid, Fluo4 calcium fluorescence; active compounds read high; B-score at 10 µM; 310,000 compounds, 0.49% hits;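 active means B-score above 5 SD of library B-scores, and initial fluorescence ratio not above library mean plus 5 SD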;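 further: positive B-score marks a calcium rise read as TRPC4 activation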
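System: HEK293 cells stably co-expressing mouse TRPC4beta and mu-opioid receptor; Schedule: Fluo4 dye loading 45 min at room temperature, 110 s recording; Detection: Fluo4 fluorescence, kinetic; Evaluation: B-scored integrated calcium fluorescence ratio; Controls: buffer (low) and maximal DAMGO (high).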
aSyn 5UTR inh – MLPCN primary screen, SNCA 5' untranslated region; alpha-synuclein 5'UTR reporter, inhibitor activity; inhibition, % (tested at 7.5 µM); 300,000 compounds, 0.82% hits; AID 1813; in the data active means inhibition above about 60%; inconclusive means no clear call, values can overlap the other calls;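 further: H4 neuroglioblastoma cells stably carrying SNCA 5'UTR luciferase fusion; 0% = DMSO wells and 100% = positive control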
TRPC6 activator – activates the mouse TRPC6 cation channel; Q61143; HEK293-TRPC6 membrane potential dye fluorescence; active compounds read high; B-score at 10 µM; 310,000 compounds, 0.13% hits; AID 2550;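 active means B-score of the integrated fluorescence ratio above library mean plus 3 SD, and starting fluorescence ratio within library mean plus 5 SD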;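 further: higher score means more depolarization so channel activation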
SKKanGAS inh – inhibitors of SKKanGAS S. pyogenes growth in kanamycin (SK-promoter or general growth effect) | BacTiter-Glo, 6 h | inhibition, % at 7.5 µM | 300,000 compounds, 1.3% hits;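 active means mean replicate score, as percent of positive control median, at least 50; inconclusive means mean below 50 but one replicate at or above 50; inactive means mean and every replicate below 50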;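 further: strain carries kanamycin resistance gene driven by streptokinase promoter and grows in 40 µg/ml kanamycin; loss of luminescence reflects streptokinase promoter inhibition or plain growth inhibition; 0% = median of DMSO wells and 100% = positive control at its reference dose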
KLF5 inhibitor – inhibitors of KLF5 expression; DLD-1 KLF5 promoter-luciferase reporter, luminescence; inhibition, % at 5 µM; 290,000 compounds, 0.23% hits; AID 1700;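 active means inhibition above a per-plate limit of that plate's mean compound inhibition plus 3 SD, cut at about 60% in these data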;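 further: 0% = DMSO wells and 100% = LY294002 at 200 µM; higher means less KLF5 promoter-driven luciferase light; inactives centre near -14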
HIF activator – HIF pathway transcriptional activation. U2OS HRE-luciferase reporter, luminescence; normalized: DMSO 0%, desferrioxamine 100%. activation, % at 7.5 µM (by protocol). 300,000 compounds, 0.32% hits. AID 1910;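 active means mean activation of at least 10% of the iron chelator positive control signal, with at least half of replicates also reaching 10%; inconclusive means mean and replicate majority disagree about reaching 10%; inactive means mean and most replicates under 10%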
TRPC4 PAM – allosteric potentiators of mouse TRPC4 channel | Q9QUQ5 | HEK293 TRPC4beta/mu-opioid, DAMGO EC20, Fluo-4 Ca2+ flux; active compounds read high | B-score at 10 µM | 310,000 compounds, 0.42% hits;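 active means B-score of calcium response area above 5 SD of library B-scores, with initial fluorescence ratio within 5 SD of library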;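 further: B-score of integrated fluorescence ratio over time as area under calcium response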
* hit, by the source's call; i = inactive; ? = inconclusive; . = no result given.

SMILES	MrgX1 antag	TRPC4 inh	IEC-6 tox	TRPC6 inhibitor	TRPC4 act	aSyn 5UTR inh	TRPC6 activator	SKKanGAS inh	KLF5 inhibitor	HIF activator	TRPC4 PAM
COc1c(C(=O)Nc2ccccc2N2CCOCC2)cc2ccccc2c1Br	i	i	-5	i	i	35	i	4	-3	-0.6	i
Cc1ccc(S(=O)(=O)N2CCOCC2)cc1NC(=O)CSc1ncccn1	i	i	.	i	i	2	i	-7	.	-0.8	i
CC1(c2nnc(-c3cccc(Cl)c3)o2)CC(c2ccccc2Br)=NO1 (stereo not drawn)	i	i	3	i	i	14	i	-5	-4	0.1	i
CC(C)(C)C1=NN(c2ccc([N+](=O)[O-])cc2)C(c2ccccc2)C1 (stereo not drawn)	i	i	2	i	i	3	i	11	13	0.1	i
FC(F)(F)c1cc(-c2ccccc2)nc(N2CCOCC2)n1	i	i	-1	i	i	19	i	14	-4	-29	i
CC1(C)Oc2ccc3ccc(=O)oc3c2/C(=C/NNC(N)=O)C1=O	i	i	-6	i	i	4	i	-3	-49	1.1	i
Cc1cccc(COCC(Cc2ccccc2)N2CCN(C(=O)c3cccc(C)c3)CCC2=O)c1 (stereo not drawn)	i	i	-5	i	i	8	i	6	-6	-1.3	i
Cc1nn(-c2ncc(C(F)(F)F)cc2Cl)c(=O)n1-c1ccccc1	i	i	0	i	i	17	i	3	-11	0.4	i
COc1ccc2oc(=O)c(C(=O)OCc3ccccc3)cc2c1	i	i	-2	i	i	-32	i	-8	-18	-2.4	i
CCC(C)(C)n1nnnc1C(c1ccc(OC)c(OC)c1)N1CCN(C(=O)c2ccco2)CC1 (stereo not drawn)	i	i	-1	i	i	-21	i	0	-40	-0.8	i
COc1cccc(OC)c1C(=O)NC(=S)Nc1cccc(NC(=O)c2ccco2)c1	i	i	1	i	i	30	i	-3	-6	0.0	i
CCCCNC(=S)N1CCN(c2ccc(C(C)=O)cc2)CC1	i	i	1	i	i	-18	i	-1	-28	-0.5	i
Cc1ccc2nc(SCc3cn4c(C)cc(C)nc4n3)[nH]c2c1	i	i	-2	i	i	23	i	-8	-32	-0.1	i
Cc1cc(C)nc(N2CCCC(C(=O)NC(C)C)C2)n1 (stereo not drawn)	i	i	4	i	i	3	i	-6	-11	0.3	i
COc1ccc(C(=O)NCC(=O)N/N=C/C(C)=C/c2ccccc2)cc1OC	i	i	-3	i	i	8	i	4	15	0.0	i
COc1ccc(N(CC(=O)N2CCN(c3ccc(F)cc3)CC2)S(=O)(=O)c2c(C)n[nH]c2C)cc1	i	i	0	i	i	20	i	-1	9	-0.7	i
Cc1c(N2C(=O)c3cccc4cccc(c34)C2=O)cnn1C	i	i	-2	i	i	1	i	2	-24	-0.6	i
COC(=O)c1cc(C)sc1NC(=O)CCc1ccccc1	i	i	0	i	i	17	i	0	-2	0.7	i
C/C(=N/NC(=O)CNC(=O)c1ccc2c(c1)OCO2)c1ccc2c(c1)CCCC2	i	i	1	i	i	10	i	-3	0	0.1	i
O=C(CCC(=O)OCc1ccc(Cl)cc1)Nc1ccccc1	i	i	-1	i	i	-7	i	-3	15	-0.1	i

Next section, starting with the last two of the part before.
SMILES	MrgX1 antag	TRPC4 inh	IEC-6 tox	TRPC6 inhibitor	TRPC4 act	aSyn 5UTR inh	TRPC6 activator	SKKanGAS inh	KLF5 inhibitor	HIF activator	TRPC4 PAM
C/C(=N/NC(=O)CNC(=O)c1ccc2c(c1)OCO2)c1ccc2c(c1)CCCC2	i	i	1	i	i	10	i	-3	0	0.1	i
O=C(CCC(=O)OCc1ccc(Cl)cc1)Nc1ccccc1	i	i	-1	i	i	-7	i	-3	15	-0.1	i
CCC(=O)N1CCc2cc(S(=O)(=O)CCC(=O)NCCc3ccccc3)ccc21	i	i	-5	i	i	6	i	-5	-26	0.2	i
O=C(CSc1nnc2ccc(-c3ccccn3)nn12)NCCc1ccccc1	-13*	i	.	i	i	-3	i	-9	.	-0.2	i
O=C(NCCNC(=O)c1ccccc1F)c1ccco1	i	i	-2	i	i	-2	i	0	-7	-2.7	i
CC(Oc1ccc2ccc(=O)oc2c1)C(=O)NCCCn1ccnc1 (stereo not drawn)	i	i	2	i	i	2	i	-9	-2	-0.1	i
Cn1cc(CN2CCN(Cc3cccnc3)CC2)c(-c2ccc3c(c2)OCCO3)n1	i	i	-3	i	i	-4	i	-4	-13	0.8	i
CCOC(=O)[C@@H]1[C@H]2COc3ccc(Br)cc3[C@H]2N2C(=O)N(c3ccc(Br)cc3)C(=O)[C@]12C	i	i	-4	i	i	26	i	-3	-4	-1.0	i
O=C(COc1ccccc1-c1ccccc1)N/N=C/c1ccc2ccccc2c1	i	i	-2	i	i	-59	i	88*	-11	-1.2	i
Cc1ccc(NC(=O)CSc2nc3ncc(Br)cc3[nH]2)cc1C	i	i	6	i	i	5	i	6	-4	-0.1	i
CC(C)CCN1CCC(n2nccc2NC(=O)C2CCOC2)CC1 (stereo not drawn)	i	i	0	i	i	-43	i	-8	-7	0.4	i
CC(C)Oc1ccc(C(CCNCc2ccc(O)cc2)c2ccccc2)cc1 (stereo not drawn)	i	i	9	i	i	7	i	6	-35	-0.7	i
CC(=O)c1ccc(OCc2cc(C(=O)NCC3CCCCO3)no2)cc1 (stereo not drawn)	i	i	-2	i	i	-2	i	-1	-34	0.5	i
O=C(COC(=O)C1c2ccccc2Oc2ccccc21)Nc1ccc2c(c1)OCO2	i	i	-7	i	i	-11	i	7	-17	0.1	i
CCn1c(=O)c(C(=O)NNC(=O)c2ccc(Cl)cc2Cl)c(O)c2ccccc21	i	i	-13	i	i	-1	i	75*	-2	-0.3	i
Cc1ccc(NC(=O)CS(=O)CC(=O)Nc2cccc(C)c2C)cc1F (stereo not drawn)	i	i	-4	i	i	-2	i	-9	-30	0.8	i
Cc1cc2n(n1)SC(Nc1ccccc1)N2 (stereo not drawn)	i	i	0	i	i	-32	i	-3	-21	0.6	i
CC(C)OCCCn1c(=S)[nH]c2ccc(N3CCOCC3)cc2c1=O	i	i	-10	i	i	8	i	2	-16	-1.0	i
CCOc1ccccc1C1CC(=O)Nc2cc3c(cc21)OCCO3 (stereo not drawn)	i	i	66*	i	i	92*	i	-15	60	-0.1	i
COc1ccc(N2CCN(S(=O)(=O)c3cc4c5c(c3)C(C)C(=O)N5CCC4)CC2)cc1 (stereo not drawn)	i	i	.	i	i	4	i	-4	.	0.2	i
COc1n[nH]c(C(=O)Nc2nc3ccccc3s2)c1[N+](=O)[O-]	i	i	-10	i	i	-79	i	25	-77	1.3	i
Cc1ccc(S(=O)(=O)/N=C/c2ccc(N(C)C)cc2)cc1	i	i	-12	i	i	-19	i	-2	-17	1.9	i
O=C(C1CCCO1)N1CCC(O)(c2ccccc2)CC1 (stereo not drawn)	i	i	0	i	i	5	i	1	3	-0.5	i
O=C(O)c1ccccc1-c1ccccc1C(=O)Nc1ccc(-c2nc3cc(Cl)ccc3o2)cc1	-5.6*	i	-5	i	i	-77	i	?	-49	1.5	i
COc1nc(C)cc(C)c1S(=O)(=O)c1ccc(Cl)cc1	i	i	2	i	i	2	i	8	-16	0.9	i
COc1cc(CC(=O)NCCCc2ccccc2)cc(OC)c1OC	i	i	-6	i	i	4	i	-13	-8	-0.2	i
CCN(CC(=O)Nc1c(F)cccc1F)C(=O)c1cc2c(cc1Cl)N1CCCCCC1=NS2(=O)=O	i	i	.	i	i	2	i	-4	.	-4.0	i
COc1ccccc1C(=O)Nc1ccc2c3c(cccc13)CC2	i	i	-5	i	i	-118	i	-3	-7	3.9	i
CCOC(=O)c1[nH]nc(-c2c(O)cc(C)cc2O)c1-c1csc(C)n1	i	i	4	i	i	4	i	-3	-19	-0.2	i
C=C(C)C1CCC(C)=C1COC(=O)Nc1ccccc1 (stereo not drawn)	i	i	0	i	i	-27	i	18	-11	-1.7	i
Cc1cccc(C(C(=O)NCc2ccc(F)cc2)N(C(=O)c2csnn2)C2CC2)c1 (stereo not drawn)	i	i	4	i	i	-7	i	-6	-27	-0.1	i
COc1ccccc1CNC(=O)/C=C/C(=O)O	i	i	6	i	i	8	i	3	11	-0.4	i
Cn1c(=O)c2c(nc(Oc3ccc4c(c3)OCO4)n2Cc2ccc(Cl)cc2)n(C)c1=O	i	i	5	i	i	26	i	0	-17	-22	i
COc1ccc(-c2nnc(SCC(=O)c3ccc[nH]3)n2-c2ccccc2)cc1	i	i	0	i	i	-70	i	-4	-42	2.1	i
O=c1c(O)c(-c2cccs2)oc2ccc(Cl)cc12	i	i	-1	i	i	-75	76*	66*	-55	-0.4	i
CC1CCN(c2ccc([N+](=O)[O-])cc2C(=O)O)CC1	i	i	-3	i	i	21	i	-3	-38	-0.2	i
CCC(c1nnnn1C1CCCC1)N1CCN(c2ccccc2F)CC1 (stereo not drawn)	i	i	1	i	i	12	i	-2	-1	-0.4	i
CCC(C)NC(=O)CC1Oc2ccc(C)cc2NC1=O (stereo not drawn)	i	i	-1	i	i	7	i	-5	13	-0.3	i
CN1CCN(C(=O)c2cnn(-c3ccccc3)c2NC(=O)c2ccc([N+](=O)[O-])cc2)CC1	i	i	-9	i	i	-28	i	-9	-15	-27	i
O=C(Nc1cccc(Cl)c1)Nc1ccc(Cl)cn1	i	i	-2	i	i	-39	i	-9	-29	1.0	i
Cc1nc2nc(SCC(=O)N3CCOCC3)nn2c(C)c1Cc1c(F)cccc1Cl	i	i	3	i	i	7	i	-5	20	0.2	i
O=C(NN=C1CCC(=NNC(=O)c2cccnc2)CC1)c1cccnc1	i	i	-1	i	i	11	i	7	-11	0.5	i
CCCCOc1ccccc1Cn1c(=O)oc2ccccc21	i	i	2	i	i	30	i	27	-7	-0.2	i
CC(=O)Nc1cccc(OCCCNC(=O)C2CCC2)c1	i	i	4	i	i	-5	i	-5	-11	0.2	i
CC(C)N(C(=O)Cn1c(SCC(=O)N2CCN(c3ccccc3)CC2)nc2ccccc21)C(C)C	i	i	.	i	i	26	i	1	.	.	i
COc1ccc(NC(=O)C(=O)c2cn(CC(=O)N3CCCC3)c3ccccc23)c(OC)c1	i	i	-3	i	i	-86	i	2	-89	2.2	i
